DENV2 CPE: DENV2-induced cell death inhibition; DENV2-infected cells, cytopathic effect rescue, plate reader; CPE inhibition, % at 9.99 µM; 350,000 compounds, 1.7% hits; in the data active = CPE inhibition above about 20%, passing the limit was not always enough; inconclusive = no clear call, values can overlap the other calls; tested in BHK-21 cells;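 note: 0% = median of neutral control wells and 100% = median of positive control wells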
GSIS activator: primary screen for activators of insulin secretion dependent on glucose, INS-1E cells, GLuc reporter luminescence | INS-1E GLuc reporter insulin secretion, 2-3 h | activation, % at 16.6 µM | 370,000 compounds, 0.61% hits | AID 743287;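 active = lowest replicate activation of at least 40%, so every replicate reaches that level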;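 note: 0% = median of neutral control wells and 100% = median of IBMX positive control wells; some compounds called inactive have numbers as strong as hits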
EWS-Fli block: EWS/Fli transcriptional activity inhibition. A673 NR0B1-luciferase reporter, viability-normalised. inhibition, % at 12.6 µM. 350,000 compounds, 0.67% hits. AID 651661;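 active = mean inhibition of at least 50% after viability correction, with every replicate also passing that limit; inconclusive = mean reaches 50% but only one of two replicates passes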;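 note: firefly luciferase signal divided by Alamar Blue viability fluorescence both relative to DMSO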
F508del corr: CFTR F508del correction in bronchial cells. CFBE cells, YFP halide quenching; stimulated with forskolin plus potentiator P3; % fluorescence drop versus neutral controls. activity (quench increase), % at 7.58 µM. 350,000 compounds, 0.36% hits. AID 720511;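 active = mean added fluorescence quench of at least 8% versus neutral control, with both replicates also reaching 8%; inconclusive = only one of the mean or replicate conditions met; inactive = mean below 8% and not both replicates reaching 8%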;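 note: cells transiently co-express mutant CFTR-F508del with the halide-sensitive YFP; corrector assay measuring rescue of mutant channel to the surface after 24 h compound exposure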
PAX8 inh HTS: PAX8 transcriptional activity inhibition; RMG-I TPO-luciferase reporter, SteadyGlo, 24 h; inhibition, % at 12.6 µM; 360,000 compounds, 1.2% hits; AID 652154;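 active = mean replicate inhibition at least 60% with every replicate also reaching 60%; inconclusive = only one of the two criteria is met; inactive = mean below 60% and not all replicates reaching 60%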;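 note: luciferase light reporting Pax8 driven TPO promoter activity; plate controls were median of neutral control wells for no effect and mitoxantrone controls for full effect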
miR122 inh: blocks miR-122 activity in Huh7 sensor cells | Huh7 miR-122 Renilla luciferase sensor, 48 h; neutral wells = 0, positive control = 100 | activation (reporter increase), % at 12.5 µM | 340,000 compounds, 0.3% hits;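 active = mean replicate activation score at least 90 and every replicate individually at or above 90; inconclusive = only one of the two criteria met; inactive = neither criterion met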;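 note: higher luciferase means less miR-122 activity so hits act as miR-122 inhibitors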
FN deposit inh: fibronectin deposition inhibition. AH1F fibroblasts, Alexa488-fibronectin deposition fluorescence, overnight. inhibition, % at 12.6 µM. 350,000 compounds, 0.086% hits. AID 743247;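 active = mean inhibition across replicates of 30% or more, regardless of how many single replicates reach that level; inconclusive = mean under 30% yet at least half of replicates reach 30%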;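 note: positive control wells lacked labelled fibronectin entirely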
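Material: AH1F fibroblast monolayer depositing Alexa488-labelled fibronectin into matrix / Amount: 10000 AH1F cells per well / Signal: fluorescence 485/525 nm / Medium: DMEM, 2% serum / Compound: single dose, pinned / Incubation: 1 h cell adhesion before compound, then overnight fibronectin incubation / Reagent: Alexa488-FN, 24 nM final / Read-out: inhibition of fibronectin deposition signal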
The depositor's hits bear a star; u = inconclusive; x = not tested or not shown; & = joins results of further samples; ! = repeats disagree; [ ] = dose if it differs, or a comment.

SMILES	DENV2 CPE	GSIS activator	EWS-Fli block	F508del corr	PAX8 inh HTS	miR122 inh	FN deposit inh
CC(NC(=O)COC(=O)c1ccc2c(c1)OCCO2)c1ccccc1 (centres undefined)	-1	5	-2	0.7	6	-2	-11
COc1cc(NC(=O)CSc2nc(=O)n(CCCN3CCOCC3)c3c2CCC3)cc(OC)c1	-2	3	1	-2.0	13	x	0
CCc1noc(C)c1C(=O)Nc1ccc(S(=O)(=O)N2CCCCC2)cc1	-2	-1	10	2.0	-2	2	2
Cc1csc(SCC(=O)Nc2ccccc2)n1	2	7	-14	-2.2	6	x	-14
COC(=O)Cn1c(=NC(=O)c2ccc(S(=O)(=O)N3CCc4ccccc4C3)cc2)sc2cc(OC)ccc21	x	-3	x	x	5	x	9
Cc1oc(CC(C)C)cc1C(=O)NCCCC(=O)O	x	16	5	-2.5	-17	x	-4
O=C(NCc1ccccc1)C1C(c2ccccc2)=Nc2ccccc2N1C(=O)c1cnccn1 (centres undefined)	1	20	-55	1.1	-78	x	3
N#C[C@@H]1[C@H](c2ccc(C#Cc3ccccc3F)cc2)[C@H](CO)N1C(=O)C1CCCC1	-8	-7	1	4.1	40	x	-10
Cc1noc(C)c1NC(=O)NCC[C@@H]1CC[C@H](NC(=O)Nc2cccc(Cl)c2)[C@H](CO)O1	19	8	-10	-2.5	-7	x	-8
CCOC(=O)C1(CCCc2ccccc2)CCN(C(=O)Cn2nc(C)nc2C)CC1	-4	4	-4	-0.8	-2	-3	-3
CCOC(=O)c1cnc2ccccc2c1NCCc1ccc(OC)c(OC)c1	x	x	x	x	-3	-10	0
CC(C)NC(=O)COc1coc(CN2CCN(c3ccccc3)CC2)cc1=O	1	2	x	-1.2	-13	0	-9
CCOc1ccc(Nc2nc(NCCN3CCOCC3)nc(OC)n2)cc1	x	x	x	x	8	-4	2
O=C(CCNC(=O)c1ccccc1)NC1CCCc2ccccc21 (centres undefined)	-1	18	3	0.1	8	1	-12
COc1ccc(NC(=O)CSc2nnc(C)n2Cc2ccccc2)cc1	x	3	x	x	17	3	3

Molecules from the list above with two or more sulfur atoms (two):
SMILES	DENV2 CPE	GSIS activator	EWS-Fli block	F508del corr	PAX8 inh HTS	miR122 inh	FN deposit inh
Cc1csc(SCC(=O)Nc2ccccc2)n1	2	7	-14	-2.2	6	x	-14
COC(=O)Cn1c(=NC(=O)c2ccc(S(=O)(=O)N3CCc4ccccc4C3)cc2)sc2cc(OC)ccc21	x	-3	x	x	5	x	9

Additional structures follow:
SMILES	DENV2 CPE	GSIS activator	EWS-Fli block	F508del corr	PAX8 inh HTS	miR122 inh	FN deposit inh
NC(=O)c1cccnc1Nc1cccc([N+](=O)[O-])c1	-5	37	-90	4.9	-196	0	x
O=C(/C=C/c1ccccc1Cl)NNC(=O)c1ccncc1	6	-11	9	-2.2	0	-15	0
C[C@@H]1CN([C@H](C)CO)C(=O)c2cc(NC(=O)C3CCCCC3)ccc2O[C@@H]1CN(C)Cc1ccc(C(=O)Nc2ccccc2N)cc1	0	15	43	-1.5	x	1[16.7 µM]	x
C/C(=N\NC(=S)NC1CCCCC1)c1ccc(OC(F)F)cc1OC(F)F	8	-19	24	1.9	3	x	5
CC(C)C[C@H]1COc2cc(N3CCN(Cc4ccccc4F)CC3)ccc2S(=O)(=O)N1	1	-8	10	-1.4	12	x	-6
COc1ccccc1S(=O)(=O)N1CC[C@@H]2[C@H]1c1cc(-c3ccc(F)cc3)ccc1N(C)[C@H]2CO	-20	6	6	0.6	11	23[16.7 µM]	-20
CCN1CCN(C(=O)CCc2nnc3ccc(N4CCC5(CC4)OCCO5)nn23)CC1	3	9	x	-2.0	-11	-6	-22
Cn1cc(S(=O)(=O)N2CCC(C(N)=O)CC2)c(=O)n(C)c1=O	-9	3	-4	-1.0	-12	0	4
CCOc1ccc(CNS(=O)(=O)c2cc(CN3C(=O)c4cccnc4C3=O)ccc2OC)cc1	1	-8	2	-1.9	2	-1	-20
CCN1[C@@H]2Cn3c(ccc(/C=C/c4ccccc4)c3=O)[C@H]1[C@@H](C(=O)NCc1ccccn1)[C@@H]2CO	17	-1	5	-0.1	8	-2[16.7 µM]	x
COc1ccc(CN2CCNC(=O)C2CC(=O)N(C)CCCN2CCOCC2)cc1C (centres undefined)	6	22	x	-2.0	12	-1	-4
O=C(NCCCCNC(=O)c1ccccc1Br)c1ccccc1Br	10	41	3	0.7	11	0	6
Cn1cccc1C(=O)NCc1ccc(Cl)cc1	-1	23	1	-1.1	5	-2	4
Cc1noc(C)c1CSc1ccccc1C(=O)OC(C)C(N)=O (centres undefined)	3	0	8	0.5	3	-3	-4
CNC12CCc3cc(OC)c(OC)c(c31)-c1cc3c(cc1C2)OCO3 (centres undefined)	1	-21	-8	-0.1	x	x	x
S=c1[nH]nc(-c2ccc3ncccc3c2)n1-c1ccc2c(c1)OCCO2	2	10	-10	-1.4	16	x	-1
Cc1ccc(S(=O)(=O)c2nc(-c3ccccc3Br)oc2N(C)C)cc1	14	21	x	-1.2	10	-3	x
COC(=O)c1ccccc1NC(=O)COc1ccc(S(=O)(=O)N2CCCC2)cc1C	-1	5	0	-0.3	x	8	x
C[C@@H]1CN([C@H](C)CO)C(=O)c2cccc(N(C)C)c2O[C@H]1CN(C)S(=O)(=O)c1ccc(F)cc1	6	11	0	1.1	-7	-9[16.7 µM]	x
CC(NC(=S)NCCN1CCOCC1)C12CC3CC(CC(C3)C1)C2 (centres undefined)	2	-9	7	-1.0	17	-2	x
COc1ccc(C(C(=O)NCC2CCCO2)N(C(=O)Cn2nnc3ccccc32)c2ccc(NC(C)=O)cc2)cc1 (centres undefined)	18	16	-4	-1.9	6	x	-1
O=C(CN1CCN(S(=O)(=O)c2ccc(F)cc2)CC1)NCC1(N2CCOCC2)CCCCC1	4	3	3	-3.7	1	x	4
Cc1ccc(-c2csc(NC(=O)CSc3nc4ccccc4o3)n2)cc1	x	23	x	x	-13	-7	3
O=C(Cc1ccc(Cl)cc1)NNC(=O)c1cnccn1	x	3	x	x	-2	x	-5
CCC(CO)Oc1cc(NCc2ccc(C)c(C)c2)c2ncn(C(C)C)c2c1 (centres undefined)	u	-29	12	2.6	9	7	9
O=C(C1CCC1)N1CC2(C1)[C@H](c1ccccc1)[C@@H](CO)N2Cc1cncnc1	u	7	-4	-1.3	-5	x	3
COc1ccc(CNC(=O)C2CCCN(c3nn4c(=O)cc(C)nc4s3)C2)cc1 (centres undefined)	2	9	x	1.1	3	-7	4
O=C([C@@H]1Cc2ccccc2CN1)N1CCN(Cc2ccccc2)CC1	-3	4	14	4.4	-19	-4	6
COc1cc2c(C(=O)Nc3ccccc3F)cn(C)c(=O)c2cc1OC	-1	7	-2	2.2	4	-15	-1
COc1cccc(CNS(=O)(=O)c2ccc(S(=O)(=O)N3CCCC3)cc2)c1	-3	6	-1	x	11	7	x

Just F508del corr, for some of the entries so far:
mol | F508del corr
C/C(=N\NC(=S)NC1CCCCC1)c1ccc(OC(F)F)cc1OC(F)F | 1.9
CC(C)C[C@H]1COc2cc(N3CCN(Cc4ccccc4F)CC3)ccc2S(=O)(=O)N1 | -1.4

The list goes on:
SMILES	DENV2 CPE	GSIS activator	EWS-Fli block	F508del corr	PAX8 inh HTS	miR122 inh	FN deposit inh
COc1ccc(C(c2sc3nc(C)nn3c2O)N2CCC(O)CC2)cc1OC (centres undefined)	-6	30	-8	-0.3	4	x	-12
COc1ccc(CN2CCN(Cc3cc(=O)oc4cc(C)ccc34)CC2)c(OC)c1OC	8	0	24	0.9	17	x	1
C[C@H](CO)N1C[C@H](C)[C@H](CN(C)S(=O)(=O)c2ccccc2)Oc2ccc(NC(=O)Cc3cn(C)c4ccccc34)cc2C1=O	1	1	4	0.3	7	-4[16.7 µM]	x
CN(C)CCCNc1cc(C(C)(C)C)nc2c(-c3ccc(Cl)cc3)cnn12	-16	411*	-5	-11	5	-1	-6
CCOc1ccc(-c2c(C(=O)N/N=C/c3cccc(Br)c3)nnn2-c2nonc2N)cc1	0	11	-24	-0.7	5	-4	4
COc1ccccc1CNC(=O)C[C@@H]1C[C@@H]2c3cc(NC(=O)C4CCOCC4)ccc3O[C@@H]2[C@@H](CO)O1	2	10	8	-0.4	0	1[16.7 µM]	1
Cc1ccc(S(=O)(=O)N2C[C@@H]3N[C@H](C2)C3c2ccc(/C=C/c3ccccc3)cc2)cc1 (some centres undefined)	-10&-4	502*!	0&3	-3.6&-1.8	58&-45	x	9&-9
Cc1cc(NC(=O)CN2CCCCC2C)no1 (centres undefined)	x	x	x	x	-8	-2	1
Cc1ccc2nc(SCC(=O)OCc3ccccc3)nc(=O)n2c1	-1	2	-4	-2.4	-5	-2	6
CC1CCC2C(=O)N(c3ccccc3OC(=O)c3ccccc3F)C(=O)C2C1 (centres undefined)	-4	19	11	-3.0	26	17	-1
Cc1nc2ccc(NC(=O)c3ccc(S(=O)(=O)N(C)C)cc3)cc2s1	-6	-1	-22	2.0	-3	x	-5
O=C(COc1cc2oc(=O)c3c(c2cc1Cl)CCC3)Nc1ccccn1	-1	14	x	-0.2	-14	-4	5
O=C(/C=C/c1ccco1)Nc1ccc2nc3n(c(=O)c2c1)CCCC3	0	14	-12	-0.1	-33	x	3
Fc1ccccc1CSc1ncn[nH]1	x	x	x	x	3	2	-18
CC1(c2ccc([N+](=O)[O-])c(CS(=O)(=O)c3ccccc3)c2)OCCO1	x	21	9	-1.1	-4	-4	2
COc1c(Cl)cc(Cl)cc1C(=O)Nc1ccc(C(=O)O)cc1	x	18	x	x	3	1	3
Cc1ccc(-n2nc3c(=O)n(CC(=O)NCc4ccc(C)o4)nc(C)c3c2C)cc1	1	3	x	0.7	28	x	-1
CCOC(=O)c1ccc(N2C(=O)C3C(C2=O)C(C(=O)c2ccc(Cl)cc2)N2CCCC32)cc1 (centres undefined)	x	x	x	x	-11	3	-3
CCn1c(Cc2ccc(OC)cc2)nnc1SCC(=O)Nc1ccc(N2CCOCC2)cc1	1	-5	0	2.1	-9	-3	0
CCCCCCNC(=O)O[C@@]12CN(S(=O)(=O)c3ccc(C)cc3)C[C@]1(O)Cn1c(=O)n(CCCCCC)c(=O)n1C2	0	-20	12	2.7	-5	-8	14
CCOC(=O)N1CCN(C(=O)C(C)c2ccc([N+](=O)[O-])cc2)CC1 (centres undefined)	3	0	7	-1.4	-9	-3	3
COc1ccc2c3c([nH]c2c1)[C@@H](CO)N(Cc1cc(F)ccc1F)CC31CCN(C(C)=O)CC1	2	13	-5	-0.6	x	x	x
O=C(NCCCO)NC(=S)c1cccc2ccccc12	2	29	4	-4.1	9	x	8
CC1=CCC[C@@H]2[C@@](C)(CC/C(C)=C/C(=O)O)[C@H](C)CC[C@@]12C	25*	x	-2	-2.1	11	-2	4
COc1cccc(CSC(C(=O)O)c2ccccc2)c1 (centres undefined)	7	4	-6	2.9	x	-4	4
O=C1NC(c2ccccc2)=C(c2ccc3ccccc3n2)C(c2ccccc2)N1 (centres undefined)	3	-21	-1	-0.4	28	-3	-1
CSc1ccc(CN(C)C(C)C(=O)Nc2ccc(F)c(F)c2F)cc1 (centres undefined)	4	-10	6	1.8	5	x	3
COc1ccc(OC)c(NC(=O)CN2CCc3ccccc3C2)c1	-3	2	2	-0.1	11	x	0
Cc1ccc(NC(=S)c2ccccc2)cc1	x	-7	x	x	-62	-12	1

Entries of single compounds, looked up by structure. Order of screens: DENV2 CPE | GSIS activator | EWS-Fli block | F508del corr | PAX8 inh HTS | miR122 inh | FN deposit inh
CC(NC(=O)COC(=O)c1ccc2c(c1)OCCO2)c1ccccc1 (centres undefined) is listed with -1 | 5 | -2 | 0.7 | 6 | -2 | -11
O=C([C@@H]1Cc2ccccc2CN1)N1CCN(Cc2ccccc2)CC1 is listed with -3 | 4 | 14 | 4.4 | -19 | -4 | 6
